# Screens deposited in PubChem by National Center for Advancing Translational Sciences (NCATS).
# NIH3T3 tox = NIH 3T3 cell cytotoxicity | NIH 3T3 viability, CellTiter-Glo ATP luminescence, 48-72 h | Potency, µM (series often up to 96.7 µM), for inactives: at the top dose activity change, negative = cytotoxicity, usual class: inhibitors | 94,000 tested, 4.3% active; further: potency means the concentration at half of the fitted maximal effect; nearly all actives have a fitted effect of over 55% in size
#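 First NIH 3T3 cells are plated at 400 cells/well; next compound is pinned in; then plates incubate 48 or 72 hr at 37 °C; finally CellTiter-Glo is added and luminescence read after 10 min.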
# IP6K1 inhibitor = IP6K1 kinase inhibition. IP6K1 kinase, ADP-Glo luminescence, 2 h; stronger effect = lower value. AID 1645851. activity change, % (series mostly up to about 58 µM). Q92551. 140,000 tested, 0.81% active; in the data active means activity change below about -25%
#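 ADP-Glo luminescence measures ADP made by human IP6K1 during a 2 h RT reaction with ATP/IP6 (mix at 1.3 mM/130 uM); top library doses 57.5 and 19.1 uM final.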
# Luciferase inh = inhibitors of firefly (Photinus pyralis) luciferase. P08659. 76,000 tested, 2.5% active. purified P. pyralis luciferase, luminescence, biochemical. AID 1347043. Potency, µM (series often up to 115 µM), for inactives: at the highest dose activity change, negative = inhibition, actives largely listed as inhibitors; further: potency means the concentration at half of the fitted maximal effect; nearly all actives have a fitted effect of over 65% in size
# Target sequence (P08659 whole entry, looked up): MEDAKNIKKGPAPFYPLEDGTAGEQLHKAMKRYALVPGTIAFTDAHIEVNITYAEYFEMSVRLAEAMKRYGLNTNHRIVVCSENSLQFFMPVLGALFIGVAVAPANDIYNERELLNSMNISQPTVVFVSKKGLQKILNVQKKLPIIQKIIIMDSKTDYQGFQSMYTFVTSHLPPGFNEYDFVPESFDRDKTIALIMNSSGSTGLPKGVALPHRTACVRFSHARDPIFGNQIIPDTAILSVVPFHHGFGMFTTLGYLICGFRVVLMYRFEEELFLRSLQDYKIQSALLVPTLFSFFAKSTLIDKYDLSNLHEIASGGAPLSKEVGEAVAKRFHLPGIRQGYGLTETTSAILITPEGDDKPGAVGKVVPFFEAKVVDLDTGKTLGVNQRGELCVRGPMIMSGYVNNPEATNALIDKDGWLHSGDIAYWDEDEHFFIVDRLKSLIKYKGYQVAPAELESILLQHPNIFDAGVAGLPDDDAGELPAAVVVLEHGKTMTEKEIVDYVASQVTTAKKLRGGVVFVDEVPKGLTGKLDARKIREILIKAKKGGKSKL
#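 Luminescence read by CCD imaging after purified firefly luciferase (10nM final) was added to substrate buffer holding 10uM D-luciferin and 10uM ATP, pH 7.5, pre-dosed with compound.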
# GPT2 inh = blocks human glutamate pyruvate transaminase 2 | 100,000 tested, 0.25% active | Q8TD30 | Recombinant GPT2, coupled pyruvate oxidase/HRP Amplex Red fluorescence | AID 1671188 | Potency, µM (doses to about 57.7 µM), inactives show at the top dose activity change, negative = inhibition, actives largely listed as inhibitors; further: potency means the concentration at half of the fitted maximal effect; nearly all actives have a fitted effect of over 60% in size; many of its hits are not listed in these tables
# Target sequence (Q8TD30 whole entry, looked up): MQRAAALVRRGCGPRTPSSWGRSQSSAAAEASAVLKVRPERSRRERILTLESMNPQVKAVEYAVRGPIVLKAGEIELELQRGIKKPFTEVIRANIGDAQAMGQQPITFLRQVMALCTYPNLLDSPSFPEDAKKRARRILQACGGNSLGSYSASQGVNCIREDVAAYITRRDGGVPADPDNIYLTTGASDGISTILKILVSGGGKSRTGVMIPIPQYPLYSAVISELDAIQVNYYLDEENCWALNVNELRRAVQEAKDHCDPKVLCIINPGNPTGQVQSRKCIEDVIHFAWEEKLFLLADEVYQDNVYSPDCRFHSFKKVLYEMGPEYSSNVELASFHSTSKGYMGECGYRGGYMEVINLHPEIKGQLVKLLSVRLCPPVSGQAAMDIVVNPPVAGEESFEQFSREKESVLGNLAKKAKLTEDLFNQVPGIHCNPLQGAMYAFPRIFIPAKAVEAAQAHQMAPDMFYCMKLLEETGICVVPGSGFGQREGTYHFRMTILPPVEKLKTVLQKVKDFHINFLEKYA
#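 GPT2 10ng/uL, a-KG 250uM, L-Ala 2mM, HEPES pH7.5 + 0.0001% Tween; 30 min RT. Then Amplex mix (PO/HRP/ThPP), 30 min RT dark, fluorescence. AOA 50uM used as positive control.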
# HEK293 viab = cell viability loss counter-screen | HEK-293-SNCA-luc viability, GF-AFC fluorescence, 24 h | Potency, µM (titrated, usually from 57.1 µM), inactives show top-dose activity change, negative = cytotoxicity, most hits filed as cytotoxic | 150,000 tested, 0.12% active | AID 1671193;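 further: potency means the concentration at half of the fitted maximal effect; 0% = DMSO-treated cells and -100% = medium-only wells without cells; nearly all actives have a fitted effect of over 30% in size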
#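 HEK-293-SNCA-luc cells (1500/well) plated 24 h, then exposed 24 h to a dilution series; GF-AFC added 30 min at 37C, fluorescence 405/540 nm; normalised to medium-only and DMSO wells, Hill fit.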
# SNCA expr inhib = SNCA gene expression inhibition. 140,000 tested, 0.17% active. Potency, µM (titrated, usually from 57.2 µM), for inactives: at the top dose activity change, negative = inhibition, hits mostly inhibitors. AID 1671194. HEK-293 SNCA-luciferase knock-in, luminescence, 24 h;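 further: potency means the concentration at half of the fitted maximal effect; plate controls were DMSO cells for no effect and cell-free wells for full effect; nearly all actives have a fitted effect of over 45% in size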
# HEK293 tox = kills HEK 293 cells; HEK 293 viability, ATP luminescence (CellTiter-Glo), 48-72 h; Potency, µM (top dose mostly 115 µM), for the others: at the top dose activity change, negative = cytotoxicity, actives largely listed as inhibitors; 94,000 tested, 6.6% active; AID 1345083; further: potency means the concentration at half of the fitted maximal effect; nearly all actives have a fitted effect of over 60% in size
#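 ATP-coupled CellTiter-Glo luminescence served as viability read-out, recorded 10 min after reagent addition at room temperature. HEK 293 cells, 250 cells/well, had been incubated with pintool-transferred compound for 48 or 72 hr at 37 degree Celsius.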
# An asterisk follows results filed as active; i = inactive; u = inconclusive; x = not tested or not shown; [ ] = another dose, or the depositor's remark. Unless noted, the call rests on the fitted dose curve; in most records, active means well fitted curve in the direction sought with a large enough effect; inconclusive means small, poorly fitted or top-dose-only effect, or another doubt; inactive means no such curve, though single readings can be large; an effect the other way counts as inactive or inconclusive. Unless noted, on the % scale 0 is the no-effect control and ±100 the full control effect. These rows are one share of the data. The share of hits here may be higher or lower than overall.
SMILES,NIH3T3 tox,IP6K1 inhibitor,Luciferase inh,GPT2 inh,HEK293 viab,SNCA expr inhib,HEK293 tox
CN1CCCN(C[C@@H]2CN(C(=O)CC3CCC3)C[C@@H]2CO)CC1,-4%,5,-3%,-6%,-7%,1%,-16%
Cc1ccc(O)c([C@H](CCN(C(C)C)C(C)C)c2ccccc2)c1,x,-15,x,-10%,-10%[23.9 µM],-36%[25.6 µM],x
C[C@]1(CO)[C@H]2Cc3sc(NC(=O)c4cccs4)nc3[C@@H](CC(=O)NCc3cccnc3)[C@]2(C)CC[C@H]1O,u,-4,13%,-8%,0%,-6%,u
COc1cccc(CSc2nc(-c3ccccc3F)nc3c2Cc2c(CO)cnc(C)c2O3)c1,x,13,x,x,1%,28%,x
CCOCC(=O)N1C[C@@H](CO)[C@H](c2ccccn2)C1,4%,2,-2%,-16%,0%,18%,i
COCCC1CCOC2(CCN(C(=O)CCc3nc4ccccc4[nH]3)CC2)C1 (stereo not given),-19%,13,x,-2%,7%,4%,u
COc1ccc(Cl)cc1-c1ccc2c(c1)C(=O)N1C[C@H](O)C[C@H]1C(=O)N2,u,-16,8%[172 µM],-1%[88.5 µM],3%[87.6 µM],-11%[87.6 µM],u
Cc1ccc2c(C)c(C(=O)N3CCC(c4nc5ccccc5s4)CC3)oc2c1C,x,-9,x,x,-9%,60%[activator],x
O=C(CCc1nc2ccccc2[nH]1)N1CC2CC(C1)[C@H]1CCCC(=O)N1C2 (stereo not given in full),i,21,-3%,i,4%,-10%,5%
Cc1ccc(CNS(=O)(=O)c2cnc(N)nc2)cc1,x,-24,x,x,-17%,14%,x
CCOc1ccccc1NC(=O)C1=C(C)Nc2ncnn2C1c1ccccn1 (stereo not given),x,1,x,x,-1%,-3%,x
COCCOc1ncccc1-c1noc([C@@H]2CCCN2Cc2ccc(S(C)(=O)=O)cc2)n1,-1%,6,-5%,-12%,2%,42%[activator],i
CC(=O)c1cccc(NC(=O)c2sc3nc4c(cc3c2N)CCCC4)c1,x,-10,x,x,-1%,126%[activator],x
CCOC(=O)c1ccc(NC(=O)N2CCOc3ccccc32)cc1,x,1,x,x,-1%,93%[activator],x
COc1cccc(CN2CCC(N3CC(OCC4CC4)C34CCCCC4)CC2)n1 (stereo not given),u,1,-10%,u,-8%,-15%,u
Cc1nc(C(=O)N2CCOc3c(O)cc(-c4cccc(Cl)c4)cc3C2)c(C)o1,u,6,1%,-18%,-9%,2%,40µM*
Cc1cc(C)cc(-c2ccc(CN3CCCC3C(=O)NCC(F)F)cc2)c1 (stereo not given),u,-3,x,u,5%,u,u
CC(=O)N1c2c(cc(Br)cc2S(=O)(=O)N2CCN(c3ccccc3)CC2)CC1C (stereo not given),x,-6,x,x,7%,-11%,x
COc1cccc(N2CC(C(=O)NCCOc3ccccc3)NC2=O)c1 (stereo not given),-12%,1,0%,-3%,3%,11%,1%
COc1ccccc1N1CCN(C(=O)c2c(C)oc3ncn(C)c(=O)c23)CC1,x,24,x,x,11%,26%,x
CN(C(=O)Nc1cn(C)c(=O)c2ccccc12)c1ccccc1,x,9,x,x,-17%,-9%,x
COc1ccccc1C(=O)Nc1ccnn1C1CCN(c2cnccn2)CC1,i,3,2%,-2%,-13%,5%,i
COc1ccc(Cl)cc1NC(=O)CCC(=O)c1ccc(C)cc1,x,10,x,x,-3%,12%,x
CSc1ncc(Cl)c(C(=O)N(Cc2ccccc2Cl)C2CCS(=O)(=O)C2)n1 (stereo not given),x,5,x,x,13%,15%,x
COc1ccc(-c2cc(CC3(NCc4ccco4)COC3)no2)cc1,-11%[174 µM],4,u,3%[88.5 µM],-5%[87.6 µM],71%[activator][87.6 µM],u

# Part of the list above, set out differently:
# Under each structure – NIH3T3 tox, IP6K1 inhibitor, Luciferase inh, GPT2 inh, HEK293 viab, SNCA expr inhib, HEK293 tox
- CC(=O)c1cccc(NC(=O)c2sc3nc4c(cc3c2N)CCCC4)c1
  x, -10, x, x, -1%, 126%[activator], x
- CCOC(=O)c1ccc(NC(=O)N2CCOc3ccccc32)cc1
  x, 1, x, x, -1%, 93%[activator], x
- COc1cccc(CN2CCC(N3CC(OCC4CC4)C34CCCCC4)CC2)n1 (stereo not given)
  u, 1, -10%, u, -8%, -15%, u
- Cc1nc(C(=O)N2CCOc3c(O)cc(-c4cccc(Cl)c4)cc3C2)c(C)o1
  u, 6, 1%, -18%, -9%, 2%, 40µM*
- Cc1cc(C)cc(-c2ccc(CN3CCCC3C(=O)NCC(F)F)cc2)c1 (stereo not given)
  u, -3, x, u, 5%, u, u
- CC(=O)N1c2c(cc(Br)cc2S(=O)(=O)N2CCN(c3ccccc3)CC2)CC1C (stereo not given)
  x, -6, x, x, 7%, -11%, x
- COc1cccc(N2CC(C(=O)NCCOc3ccccc3)NC2=O)c1 (stereo not given)
  -12%, 1, 0%, -3%, 3%, 11%, 1%
- COc1ccccc1N1CCN(C(=O)c2c(C)oc3ncn(C)c(=O)c23)CC1
  x, 24, x, x, 11%, 26%, x
- CN(C(=O)Nc1cn(C)c(=O)c2ccccc12)c1ccccc1
  x, 9, x, x, -17%, -9%, x
- COc1ccccc1C(=O)Nc1ccnn1C1CCN(c2cnccn2)CC1
  i, 3, 2%, -2%, -13%, 5%, i
- COc1ccc(Cl)cc1NC(=O)CCC(=O)c1ccc(C)cc1
  x, 10, x, x, -3%, 12%, x
- CSc1ncc(Cl)c(C(=O)N(Cc2ccccc2Cl)C2CCS(=O)(=O)C2)n1 (stereo not given)
  x, 5, x, x, 13%, 15%, x

# (cont.)
SMILES,NIH3T3 tox,IP6K1 inhibitor,Luciferase inh,GPT2 inh,HEK293 viab,SNCA expr inhib,HEK293 tox
C[C@@H](c1ncncc1F)[C@](O)(Cn1cncn1)c1ccc(F)cc1F,x,x,x,i,0%,3%,x
COc1ccc(-c2csc(-c3c(N)c(C(=O)c4ccccc4)n4ccccc34)n2)cc1OC,x,9,x,x,4%,20%,x
COc1ccc(CCNC(=O)c2ccc3c(c2)N(Cc2ccccc2)C(=O)c2ccccc2S3=O)cc1OC (stereo not given),x,16,x,x,-20%,-5%,x
COc1ccc(NC(=O)c2cnn(-c3ccc(F)cc3F)c2C2CCN(C(=O)OC(C)(C)C)CC2)cc1Cl,x,-1,x,x,u,-24%,x
Cc1cn2nc(C(=O)NCc3ccccc3)cc2c(N(C)Cc2ccccc2)n1,u,-5,-8%,i,-2%,-26%,u
Cc1noc(C)c1[S+](=O)([O-])N1CCC(N2Cc3cnc(C)n3C2=O)CC1,-23%,17,1%,i,-7%,-7%,-21%
Cc1noc(C)c1-c1cc2c(cc(C)n2C)c(-c2ccccc2)n1,50µM*,-15,19%[172 µM],u,8%[87.6 µM],4%[87.6 µM],u
CCCNC(=O)N1CCC(Cn2c(C)cnc2C2CC2)CC1,i,0,9%,i,1%,-8%,-7%
CCc1nc(-c2ccc(OC3CCN(C(=O)Cc4ccccc4F)C3)cc2)no1 (stereo not given),u,13,x,-5%,-26%,-17%,u
O=C(Cc1ccccc1Cl)N1CC(CO)C2(CCNCC2)C1 (stereo not given),-3%,12,-6%,i,4%[12.5 µM],-1%,-10%
COC(=O)NC1CCN(Cc2cccc(-c3cccc(C)c3)c2)CC1,u,-11,x,i,5%,u,u
CC(C)NC(=O)C1COC2(CCN(C(=O)c3ccc(F)cc3)CC2)N1C(=O)c1ccccc1 (stereo not given),-11%,9,-7%,-4%,4%,-18%,u
Cc1ccc(C#N)c(N2CCCC(c3nnc(Cn4cccn4)n3C)C2)n1 (stereo not given),u,7,14%,i,-4%,-8%,u
Cc1ccsc1C(=O)NCC1Cn2cccc2CN1C (stereo not given),u,-8,0%,-21%,12%,40%[activator],u
COc1ccc(-c2noc(Cn3c(=O)c4ccccc4n(CC(=O)Nc4cccc(C(F)(F)F)c4)c3=O)n2)cc1,x,-6,x,x,-2%,u,x
CCn1cc(C(=O)NCCCN(CC(C)C)CC(C)C)c(=O)c2cc(S(=O)(=O)N(C)C3CCCCC3)ccc21,x,-3,x,x,-1%,-7%,x
COc1ccc(C)cc1NC(=O)C1CCN(S(=O)(=O)c2ccc3[nH]c4c(c3c2)CCCCC4)CC1,x,3,x,x,2%,-15%,x
COc1c(F)cccc1C(=O)N1CCc2onc(-c3ccccc3F)c2C1,u,0,-11%,-1%,-14%,-20%,u
COc1cccc(CNC(=O)c2ccc(-c3nc(CSc4ccccc4)c(C)o3)cc2)c1,x,4,x,x,5%,-8%,x
COc1ccc(C(=O)N2CCCC3(CN[S+](=O)([O-])c4cccnc4N3)C2)cc1 (stereo not given),1%,10,x,x,x,x,1%
COc1ccc(C2=NOC3(CCCN(Cc4ccc(C(F)(F)F)cc4)C3)C2)cc1 (stereo not given),u,6,x,i,-29%,0%,u
CN1c2cc(C(=O)Nc3cccc(C(F)(F)F)c3)ccc2C(=O)N2CCCCCC21 (stereo not given),u,8,-16%,i,5%[12.5 µM],-6%,u
CCOc1ccccc1C(=O)N1CCC(Cc2nc(-c3ccc(F)cc3)no2)CC1,u,-7,-10%,i,-15%,u,u
CCc1cccc(-n2c(C)nc3c(cnn3-c3ccc(Cl)cc3)c2=O)c1,x,18,x,x,5%,27%,x
O=C([C@H](O)c1ccccc1)N1CCc2onc(-c3cccc4ccccc34)c2C1,u,13,2%,-2%,-22%,-26%,u
# (cont.)
SMILES,NIH3T3 tox,IP6K1 inhibitor,Luciferase inh,GPT2 inh,HEK293 viab,SNCA expr inhib,HEK293 tox
CCOc1ccccc1C1NC(=O)N(CC(=O)Nc2ccccc2)C2=C1C(=O)OC2 (stereo not given),-14%,0,-2%,i,5%,2%,-12%
CCc1ccc2c(c1)c(=O)c(S(=O)(=O)c1ccc(F)cc1)cn2CC(=O)Nc1ccccc1OC,x,4,x,x,6%,u,x
O=C(Nc1ccccc1C(=O)OCc1cc(=O)n2nc(C3CC3)sc2n1)c1ccc(Cl)cc1,x,5,x,x,6%,4%,x
O=C(Nc1ccccc1C(F)(F)F)N1CCC(N(C(=O)C2CC2)C2CCOCC2)CC1,-10%,15,x,i,0%,0%,i
COC(=O)CCCNC(=O)[C@@H]1[C@@H](NC(=O)Nc2cccc(OC)c2)CCN1C(=O)C=C(C)C,0%,-10,1%,0%,0%,14%,-2%
CCOC(=O)C1=C(CN2CCCCC2)NC(=O)NC1c1cc(C)ccc1C (stereo not given),x,-6,x,x,-17%,-6%,x
COCCCNC(=O)C1CCN(Cc2ccccc2-c2ccccc2F)CC1,u,24,x,x,x,x,-21%
O=C(Nc1cccc(-n2cccn2)c1)C1CCCN1C(=O)C1CC1 (stereo not given),-1%,13,4%,-11%,1%,2%,-5%
